# ARNT-TACC3 inh = disruptors of human ARNT/TACC3 interaction | Q9Y6A5 | AlphaScreen His-ARNT PAS-B/GST-TACC3 binding, luminescence; TACC3 fragment carries E629A point mutation | inhibition, % at 9.99 µM | 390,000 tested, 0.66% active | AID 623870;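 active means mean inhibition of replicates at least 50% and at least half of replicates each reaching 50%; inconclusive means half or more replicates reach 50% but mean below 50%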;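 further: 0% = complete ARNT plus TACC3 wells and 100% = ARNT alone without TACC3; many hits fall short of the cut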
# Xi reactivation = X-chromosome reactivation activator. XiGFP mouse fibroblasts, % GFP-positive cells imaging, 3 d; cells co-treated with 5-aza-dC sensitizer; scaled so ellipticine positive control = 100%. activation, % at 7.58 µM. 360,000 tested, 0.055% active;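 active means mean normalized replicate activation at least 10% and every replicate at or above 10%; inconclusive means only one of the two criteria met; inactive means mean below 10% and not all replicates reach 10%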;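 further: 0% = median of on-plate neutral control wells and 100% = ellipticine 6 µM median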
#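 Material: SV40-immortalized XiGFP fibroblast cells, line 68-5-11 | Buffer or medium: DMEM containing 5-aza-dC | Dosing: One concentration, pinned | Times: 3 d treatment, 15 min room-temperature fixation | Controls: Ellipticine 6 µM positive control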
# esBAF inh = SWI/SNF esBAF complex inhibition; mouse ES cells, Bmi1-luciferase knock-in reporter, 24 h; 100% = twice the neutral-well signal; reporter increase, % at 12.5 µM; 350,000 tested, 2% active; AID 602393; in the data active means activation above about 40%; inconclusive means no clear call, values can overlap the other calls;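 further: 0% = median of the plate's neutral control wells and 100% = double that signal; a rise in the Bmi1 reporter signal indicates esBAF inhibition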
# F508del corr = correctors of CFTR F508del function in bronchial epithelial cells | CFBE cells, YFP halide quenching; stimulated with forskolin plus potentiator P3; % fluorescence drop versus neutral controls | activity (quench increase), % at 7.58 µM | 350,000 tested, 0.36% active;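 active means mean added fluorescence quench of at least 8% versus neutral control, with both replicates also reaching 8%; inconclusive means only one of the mean or replicate conditions met; inactive means mean below 8% and not both replicates reaching 8%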;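 further: cells transiently co-express mutant CFTR-F508del with the halide-sensitive YFP; corrector assay measuring rescue of mutant channel to the surface after 24 h compound exposure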
# ERAP1 inh = ERAP1 (human) enzyme inhibition; AID 652197; inhibition, % at 10.7 µM; Q9NZ08; 340,000 tested, 0.15% active; recombinant ERAP1, Leu-AMC fluorescence, 60 min;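 active means mean replicate inhibition of at least 30%, or all replicates individually reaching that 30% level; inactive means mean below 30% and not every replicate reaching it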;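 further: 0% = neutral control wells and 100% = L-leucinethiol positive control wells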
# RAD52 inh = blocks human RAD52 DNA annealing; 360,000 tested, 0.46% active; inhibition, % at 18.7 µM; recombinant RAD52 DNA annealing, FRET fluorescence; AID 651710;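 active means every replicate showing at least 50% inhibition; inconclusive means mean inhibition at least 50% but not in every replicate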
# Target sequence (P43351 whole entry, looked up): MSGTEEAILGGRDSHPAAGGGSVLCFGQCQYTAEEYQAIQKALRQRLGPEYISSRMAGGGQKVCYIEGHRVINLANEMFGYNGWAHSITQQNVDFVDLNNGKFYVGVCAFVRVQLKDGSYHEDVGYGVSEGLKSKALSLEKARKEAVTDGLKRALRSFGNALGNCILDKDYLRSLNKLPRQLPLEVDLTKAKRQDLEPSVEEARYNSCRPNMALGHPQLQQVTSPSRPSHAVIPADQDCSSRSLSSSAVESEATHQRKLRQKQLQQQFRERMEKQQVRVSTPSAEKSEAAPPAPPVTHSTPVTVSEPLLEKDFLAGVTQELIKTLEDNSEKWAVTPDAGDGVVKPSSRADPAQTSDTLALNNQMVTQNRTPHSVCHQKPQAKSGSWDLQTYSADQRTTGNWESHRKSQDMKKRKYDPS
# INS-1E GSIS act = GLuc luminescence reporter in INS-1E cells, primary screen for activators of glucose-dependent secretion of insulin. activation, % at 16.6 µM. 370,000 tested, 0.61% active. INS-1E GLuc reporter insulin secretion, 2-3 h;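 active means lowest replicate activation of at least 40%, so every replicate reaches that level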;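 further: 0% = median of neutral control wells and 100% = median of IBMX positive control wells; some compounds called inactive have numbers as strong as hits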
# RAD54 branch = blocks human RAD54 Holliday junction branch migration; Q92698; FAM/BHQ fluorescence; inhibition, % at 10.4 µM; 360,000 tested, 0.14% active; AID 602329;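 active means mean normalized replicate activity at least 40 and at least half of replicates scoring 40 or more; inconclusive means only one of the two criteria met; inactive means mean below 40 and under half of replicates reaching 40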;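 further: 0% = median of neutral control wells and 100% = median of positive control wells; inhibitors cause a drop in the FAM fluorescence signal; in these data hits start at about 50%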
# Numbers without * were called inactive; ? = inconclusive; / = not tested or not shown.
SMILES,ARNT-TACC3 inh,Xi reactivation,esBAF inh,F508del corr,ERAP1 inh,RAD52 inh,INS-1E GSIS act,RAD54 branch
COc1cc(C(=O)N2CCN(c3cccc(C)c3C)CC2)ccc1OCC(=O)N1CCOCC1,-2,-0.1,0,-1.3,0,4,-13,-8
O=S(=O)(c1ccc(Br)c2nsnc12)N1CCOCC1,-1,-0.1,/,/,5,1,22,/
C[C@H](NC(=O)[C@@H]1[C@@H](CO)[C@@H]2Cn3c(cccc3=O)[C@@H]2N1Cc1ccncc1)c1ccccc1,-2,0.6,0,0.7,0,-22,9,3
Cc1ccc(C)c(N2CCN(C(=O)c3cc4c(C)nc5ccccc5c4o3)CC2)c1,12,0.3,-8,-4.4,-2,17,-10,-7
OC(COCc1ccc2c(c1)OCO2)CN1CCC(Cc2ccccc2)CC1 (stereo not given),2,-0.1,/,1.3,0,-1,-6,/
CCC(=O)Nc1ccc2c(c1)OC[C@H](C)N(CCC(F)(F)F)C[C@H](C)[C@H](OC)CN(C)C2=O,23,0.2,3,/,-2,13,3,-4
O=C1CN(Cc2ccc(F)cc2)C[C@H]2[C@H](c3ccc(Br)cc3)[C@H](CO)N12,/,-0.1,/,-0.7,-2,15,-14,/
COc1ccc2c(c1)cc(C(=O)N[C@@H](CCSC)C(=O)N1CCC(C(=O)O)CC1)n2C,5,0.2,-8,-3.3,2,-23,2,4
N#C/C(=C\c1c(N2CCCCCC2)nc2ccccn2c1=O)C(=O)NCc1ccco1,-2,0.3,/,3.3,-1,-35,5,/
COc1cc2c(cc1OC)CN(C(=O)c1ccc(N3CCCC3)c([N+](=O)[O-])c1)CC2,18,1.6,13,3.4,2,-11,9,-1
CCCNC(=O)N(C)C[C@H]1Oc2ncc(C#C[C@@H](C)O)cc2C(=O)N([C@@H](C)CO)C[C@H]1C,-5,0.0,0,-2.6,-1,3,23,-1
CN1CCN(C(=O)C[C@@H]2C[C@H]3c4cc(NC(=O)C5CCC5)ccc4O[C@H]3[C@@H](CO)O2)CC1,1,0.0,2,-0.9,-1,-10,5,-17
Cc1ccc(OCC(O)Cn2c(N3CCCCC3)nc3c2c(=O)[nH]c(=O)n3C)cc1C (stereo not given),-9,0.0,-5,2.4,1,-9,10,-3
O=C(CCNC(=O)c1ccccc1Cl)OCC(=O)c1ccccc1,-5,0.2,/,0.7,0,-12,-3,/
C[C@H]1CN([C@@H](C)CO)C(=O)c2cc(NC(=O)Cc3ccccc3)ccc2O[C@@H]1CN(C)C(=O)Nc1ccc(C(F)(F)F)cc1,0,0.0,8,0.5,-1,8,-40,-1
COc1ccc(CCC(=O)Nc2cc(S(=O)(=O)N3CCOCC3)ccc2OC(C)C)cc1,-3,0.0,2,1.6,-3,0,-10,3
CC(C)(C)[S@@](=O)N1Cc2cc(C(=O)N3CCc4ccccc4C3)nc(-c3cccc(-c4ccncc4)c3)c2[C@H]1CCO,15,0.1,13,-0.4,2,-6,-16,12
COc1ccc(C(=O)Nc2cc(C)c(NC(=O)c3ccccc3OC)cn2)cc1,-5,0.1,34,2.0,-3,-10,2,?
COCCNC(=S)N/N=C(\C)c1ccc(Cl)c(Cl)c1Cl,0,0.1,/,0.1,4,3,-7,/
C1=CCC(/C=N/n2cnnc2)CC1 (stereo not given),-5,/,-6,/,/,/,0,-13
COc1ccc(CN(C)C[C@@H]2Oc3ccc(NS(C)(=O)=O)cc3C(=O)N([C@@H](C)CO)C[C@@H]2C)cc1,-4,0.4,-1,-1.6,0,2,13,-8
CCN1CCCc2cc(CN(CCN3CCOCC3)C(=S)Nc3ccc(C)cc3)ccc21,12,0.0,/,-0.4,0,-13,-23,0
Cc1ccc(NC(=O)Nc2nnc(Cc3ccc([N+](=O)[O-])cc3)s2)cc1C,-7,0.1,/,/,/,/,88,4
C[C@H](CO)N1C[C@H](C)[C@@H](CN(C)S(C)(=O)=O)OCc2ccccc2-c2c(n(C)c3ccccc23)C1=O,-4,0.2,1,-1.6,1,7,17,-12
CC1(C)CC(=O)C=C(c2ccc3ccccc3c2)C1,17,0.1,9,-1.3,-2,-8,25,1
CCC(C(=O)OCC(=O)Nc1ccc(C)c(S(=O)(=O)N2CCOCC2)c1)c1ccccc1 (stereo not given),-3,0.0,2,-0.2,1,-12,-26,0
Cc1ccc(S(=O)(=O)Nc2cc3c(C(=O)O)c(C)oc3c3ccccc23)c(C)c1,4,-0.1,0,0.8,-4,-58,-5,-11
COc1ccc(S(=O)(=O)Nc2ccc3c(c2)C(=O)N([C@H](C)CO)C[C@@H](C)[C@H](CN(C)C(=O)Nc2ccc(C(F)(F)F)cc2)O3)cc1,1,-0.5,-3,-2.7,-2,8,-3,1
C[C@H](O)C#Cc1ccc2c(c1)O[C@@H](CN(C)CC1CC1)[C@H](C)CN([C@H](C)CO)S2(=O)=O,/,-1.0,7,-0.1,/,/,-1,/
CN(C)S(=O)(=O)N1CCC(Oc2ccc(C(=O)NC3CCOC(C)(C)C3)cc2)CC1 (stereo not given),-1,0.0,3,-0.6,-6,-8,7,-11
Cc1ccc(N(CC(=O)NCC2CCCO2)C(=O)CCC(=O)Nc2nccs2)cc1C (stereo not given),1,0.0,-2,2.9,-6,-9,-9,-2
O=c1[nH]c(SCCc2ccccc2)nc2c1CCC2,/,0.1,2,0.1,-1,2,9,2
COc1ccc2c(c1OC)C(=O)N(c1nc(SC)n[nH]1)C2=O,-1,0.0,0,1.5,1,-17,10,-6
Cc1nc2ccccc2c(=O)n1NC(=O)Cc1ccc(Br)cc1,-16,/,-6,/,/,/,-7,4
CC(C)[C@H](NC(=O)c1ccccc1)C(=O)OCC(=O)c1ccccc1F,0,0.0,/,0.8,0,-15,-3,/
CC(=O)Nc1ccc2c(c1)C(=O)N(C)[C@@H]1CC[C@H](CC(=O)NCCCN3CCOCC3)O[C@H]1CO2,/,0.3,-6,-1.8,/,-6,-2,1
CC(=O)N/C(=C\c1ccccc1)C(=O)OCc1ccc(F)cc1,/,0.3,/,-2.3,0,11,-1,-4
CCOC(=O)N1CCN(C(=O)c2ccc(Cl)c(NC(=O)c3cccs3)c2)CC1,-3,-0.1,3,0.5,-7,2,-17,0
CCOc1ccc(-c2nnn(CC(=O)Nc3cc(OC)cc(OC)c3)n2)cc1OCC,1,/,0,3.6,11,-13,8,12
CCCC(C(=O)NCc1ccco1)N(C(=O)CNS(=O)(=O)c1ccccc1)c1ccc(OC)cc1 (stereo not given),-5,-0.1,-1,1.6,-2,-9,-16,2

# 2 entries drawn at random from those above, as already listed:
SMILES,ARNT-TACC3 inh,Xi reactivation,esBAF inh,F508del corr,ERAP1 inh,RAD52 inh,INS-1E GSIS act,RAD54 branch
Cc1nc2ccccc2c(=O)n1NC(=O)Cc1ccc(Br)cc1,-16,/,-6,/,/,/,-7,4
CN1CCN(C(=O)C[C@@H]2C[C@H]3c4cc(NC(=O)C5CCC5)ccc4O[C@H]3[C@@H](CO)O2)CC1,1,0.0,2,-0.9,-1,-10,5,-17

# The listing continues.
SMILES,ARNT-TACC3 inh,Xi reactivation,esBAF inh,F508del corr,ERAP1 inh,RAD52 inh,INS-1E GSIS act,RAD54 branch
CN(Cc1ccco1)C(=O)C1CCCN(c2ncnc3c2nc2n3CCCCC2)C1 (stereo not given),-5,0.0,11,4.7,2,-10,-2,2
COc1ccccc1C(CCN(Cc1ccccc1)C(C)=O)c1ccco1 (stereo not given),-5,-0.1,0,3.7,-3,-25,-39,6
COC(=O)c1ccc(-c2cc3onc(-c4ccccc4)c3c(=O)n2C)cc1,4,0.1,39,-1.0,4,3,-4,2
Cc1ccccc1N(CC(=O)NCC1CCCO1)C(=O)CNS(=O)(=O)c1ccc(F)cc1 (stereo not given),-4,0.0,-2,1.7,1,-12,-3,-9
C[C@@H]1CCCCO[C@@H](CN(C)C)[C@H](C)CN([C@H](C)CO)C(=O)c2cc(NS(=O)(=O)c3ccc(F)cc3)ccc2O1,7,0.6,4,-0.3,1,-8,11,-5
COC(=O)c1ccccc1S(=O)(=O)Oc1ccc(-c2ccc(C(=O)O)cc2)cc1,-6,0.1,8,-1.3,3,0,10,-6
C=CCN1CCN(c2ccncc2S(=O)(=O)N2CCN(C)CC2)CC1,/,0.0,/,-4.3,-1,-8,34,-3
O=C(O/N=C1\C(=O)N(c2ccccc2)c2ccccc21)C1CC1,-3,0.1,/,-1.9,1,-13,7,/
CCCN1C/C(=C/c2ccc3c(c2)OCO3)C(=O)/C(=C/c2ccc3c(c2)OCO3)C1,-8,1.2,2,/,-2,-17,/,-7
CC(=O)Nc1ccc(NC(=O)Nc2cccc(C)c2C)cc1,0,0.0,15,-0.8,-1,-9,23,-2
CCCCNC(=O)C1(C)CCN1C(=O)c1ccccc1Br (stereo not given),/,0.2,-4,-0.4,-1,-16,2,-7
Cc1ccc(C(=O)c2oc3ccc(Cl)cc3c2NC(=O)CN2CCN(C)CC2)cc1,8,0.0,-23,-1.5,3,82*,12,82*
N#CC1C(=O)NC(=O)C(C#N)C12CCCC2 (stereo not given),/,-0.1,/,0.2,-2,-5,-2,/
Cc1cc(C)cc(NS(=O)(=O)c2cc3[nH]c(=O)c(=O)[nH]c3cc2C)c1,7,0.1,-5,-1.1,4,-1,-3,-2
CN1C(=O)c2cc(NC(=O)C3CCCC3)ccc2OC[C@H]2O[C@H](CC(=O)NCCc3ccncc3)CC[C@@H]21,/,0.0,/,1.0,0,-7,6,/
COc1cc(C(c2sc3nc(C)nn3c2O)N2CC(C)CC(C)C2)cc(OC)c1OC (stereo not given),-1,0.1,-5,-0.4,4,-4,-10,-3
COc1cc2nc(CN3CCOCC3)n(CC(=O)N3CCCCCC3)c(=O)c2cc1OC,5,-0.1,-7,-0.1,-6,-12,17,-3
Cc1ccnc(NS(=O)(=O)c2cc(-c3cc(C)no3)ccc2C(C)C)c1,2,0.9,23,0.1,3,-16,8,/
CC1CCC(C(C)C)C(OC(=O)CSc2n[nH]c(=O)[nH]c2=O)C1 (stereo not given),0,/,-4,/,/,/,-28,-2
Fc1ccccc1CNCc1ccc2c(c1)OCO2,-3,0.1,4,0.9,0,6,6,-17
Cc1ccc(O)c(NC(=O)C2CCCN2C(=O)OCc2ccccc2)c1 (stereo not given),3,0.1,-2,0.9,2,-12,-17,-7
O=C(C[C@H]1C[C@H]2c3cc(NC(=O)C4CCC4)ccc3O[C@H]2[C@@H](CO)O1)NCc1cccc(F)c1,3,0.0,0,-0.2,-4,8,20,8
O=C(CSc1nc2ccccc2n1S(=O)(=O)c1ccccc1)N1CCCC1,-14,0.0,/,/,-1,0,13,/
CC1(C)C2CCC1(CS(=O)(=O)NCCc1c[nH]c3ccccc13)C(=O)C2 (stereo not given),/,0.2,-4,-0.3,5,-27,0,6
O=C(NNC(=O)c1ccc2ccccc2c1)c1cccc(F)c1,-6,0.2,28,-1.7,1,-10,-15,3
NC(=O)CC(NC(=O)Cc1cccc2ccccc12)c1ccc(N2CCCCCCC2)c([N+](=O)[O-])c1 (stereo not given),-2,-0.1,13,-1.0,/,2,/,-6
Cn1ccnc1Sc1nc2c(c(=O)n(C)c(=O)n2C)n1C,1,/,-2,-1.2,6,-6,-1,-6

# Structures listed so far marked active in RAD52 inh:
SMILES,ARNT-TACC3 inh,esBAF inh,F508del corr,ERAP1 inh,RAD52 inh,INS-1E GSIS act
Cc1ccc(C(=O)c2oc3ccc(Cl)cc3c2NC(=O)CN2CCN(C)CC2)cc1,8,-23,-1.5,3,82*,12

# Screening results: PubChem, Broad Institute
